Source: PubChem (National Center for Advancing Translational Sciences (NCATS))
AID inh – Primary qHTS assay for inhibitors of Activation Induced Cytidine Deaminase (AID): AID signal; Single-stranded DNA cytosine deaminase (Homo sapiens), Q9GZX7; AID deamination FRET fluorescence, UDG-coupled, 4 h; Potency, µM (titrated, usually from 115 µM), inactives show at the top dose activity change, negative = inhibition, usual class: inhibitors; actives 0.32% (n = 91,000); AID 1347428, 2020; also: nearly all actives have a fitted effect of over 25% in size
Target sequence (Q9GZX7 whole entry, looked up): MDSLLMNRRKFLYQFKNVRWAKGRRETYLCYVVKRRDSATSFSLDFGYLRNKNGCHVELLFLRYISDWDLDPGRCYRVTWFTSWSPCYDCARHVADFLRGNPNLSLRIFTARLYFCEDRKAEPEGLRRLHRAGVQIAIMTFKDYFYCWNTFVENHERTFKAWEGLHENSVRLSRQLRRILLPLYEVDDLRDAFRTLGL
UDG counter – Primary qHTS assay for inhibitors of Activation Induced Cytidine Deaminase (AID): UDG Counterscreen signal | FRET deamination/UDG coupled assay, UDG read, 4 h | actives 0.14% (n = 91,000) | Uracil-DNA glycosylase | Potency, µM (highest dose often 115 µM), inactives show at the top dose activity change, negative = inhibition, usual class: inhibitors | AID 1347430, 2020; also: nearly all actives have a fitted effect of over 65% in size
An asterisk follows results filed as active; ? = inconclusive; & = joins results of further samples; [ ] = dose if it differs, or a comment. Calls follow the shape of the dose curve; as a rule, active = well fitted curve in the direction sought with a large enough effect; inconclusive = small, poorly fitted or top-dose-only effect, or another doubt; inactive = no such curve, though single readings can be large; an effect the other way counts as inactive or inconclusive. % is scaled to controls: 0 for no effect and ±100 for the full control effect; potency is read from the fitted curve at half-maximal effect. The list is partial; rates above refer to the full screens.

SMILES	AID inh	UDG counter
CSc1cccc(NC(=O)N2CCN(c3cc(-c4noc(C)n4)ccc3C)CC2)c1	?	-1%
C/C(=N/Nc1ccc(S(=O)(=O)Nc2ccccc2)cc1[N+](=O)[O-])c1cccnc1	-19%	-11%
COC(=O)c1cc2c(cc1NC(=O)c1cnn(-c3ccc(C)cc3)c1-n1cccc1)OCO2	172%[activator]	1%[57.5 µM]
Cc1cccc(C(=O)NC(C)C(=O)OC(C)C(N)=O)c1 (stereo not drawn)	8%	4%
Cc1ncc(COC(=O)C(C)C)c2cc(C(=O)Nc3ccccc3C(F)(F)F)c(=O)oc12	34%[activator]	-13%
Cc1ccc2[nH]c(-c3ccccc3)c(C)c2c1	-9%	-2%
CCOc1ccc(-c2nc(CS(=O)Cc3cccc(OC)c3)cs2)cc1OC (stereo not drawn)	-12%	-10%
CCN1CCN(c2nc3c(c(=O)n(C)c(=O)n3C)n2CC(=O)c2ccccc2)CC1	2%	2%
CCCN(C(=O)c1noc2c1COc1ccc(C)cc1-2)c1ccc(Cl)c(Cl)c1	-14%	-8%
Cc1cc(SCC(=O)O)c(C)cc1Br	1%	2%
N#Cc1nc(-c2ccco2)oc1NCc1ccccc1	-3%	-9%
O=C(Nc1ccccc1Br)N1CCN2CCCCC2C1 (stereo not drawn)	17%	23%
Cc1cc(C)c(NC(=O)Nc2ccc3snnc3c2)c(C)c1	-36%	-7%
COC(=O)CCOc1ccc(S(=O)(=O)Nc2ccc(F)cc2F)cc1	4%	-4%
CCOCCCNC(=O)/C=C/c1ccc(C)cc1	-2%	-1%
CCOc1c(Cl)cc(Cl)cc1CNCCSc1nnnn1C	13%	-3%
CC(C)Oc1ccc(CNC(=O)C2=Cc3ccccc3OC2)cc1	-17%	1%
CCOc1cc(S(=O)(=O)NCCc2c(C)[nH]c3ccc(C)cc23)ccc1F	-1%	3%[57.5 µM]
O=C(c1cc2ccc3cccnc3c2[nH]1)N1CCCCC1	-3%	0%
O=C(Cn1c(=O)oc2cc(S(=O)(=O)N3CCCCC3)ccc21)NCc1ccc(F)cc1	22%	?
O=C1CCC(C(=O)O)CC1	5%	-2%
Cc1ccc2nc(SCC(=O)Nc3ccc4c(c3)OCO4)[nH]c2c1	7%	2%
COc1ccc(-c2cc(C(=O)NCCc3ccccc3)c3cc(C(C)C)ccc3n2)cc1	6%	-9%
Cc1cc(C)cc(NC(=O)CN2C(=O)CSc3ccc(S(=O)(=O)N4CCCC4)cc32)c1	7%	2%[57.5 µM]
CCN(Cc1ccccc1)C(=O)Cn1c(=O)cc(C)c2c(C)nn(-c3cccc(F)c3)c21	?	-18%
Cc1ccc(-c2nc(CS(=O)CC(=O)N(C)C3CCCCC3)cs2)cc1 (stereo not drawn)	-4%	3%
CCN(C(=O)CSc1nc2ccsc2c(=O)n1C)c1ccccc1	-12%	30%
CC(C)(C)c1ccccc1NC(=O)c1cnc2ccccc2n1	-5%	-10%
CC(=O)c1cc2c(cc1N/C(=N/S(=O)(=O)c1ccc(C)cc1)c1ccc(F)cc1)OCO2	-11%	6%
CCC(Sc1nc2ccncc2[nH]1)C(=O)Nc1cc(C)ccc1C (stereo not drawn)	-2%	-7%

Part of the list above, with values under each structure.
Results follow in this order: AID inh | UDG counter
> CC(C)(C)c1ccccc1NC(=O)c1cnc2ccccc2n1
  -5% | -10%
> CCN(Cc1ccccc1)C(=O)Cn1c(=O)cc(C)c2c(C)nn(-c3cccc(F)c3)c21
  ? | -18%
> Cc1ccc(-c2nc(CS(=O)CC(=O)N(C)C3CCCCC3)cs2)cc1 (stereo not drawn)
  -4% | 3%
> CC(=O)c1cc2c(cc1N/C(=N/S(=O)(=O)c1ccc(C)cc1)c1ccc(F)cc1)OCO2
  -11% | 6%
> CCN(C(=O)CSc1nc2ccsc2c(=O)n1C)c1ccccc1
  -12% | 30%
> COc1ccc(-c2cc(C(=O)NCCc3ccccc3)c3cc(C(C)C)ccc3n2)cc1
  6% | -9%

Later entries
SMILES	AID inh	UDG counter
Cc1nn(S(=O)(=O)c2ccccc2)c(C)c1S(=O)(=O)N1CCC(C)CC1	27%	8%
CN1CCN(C(=O)c2cc3cc(Cl)cc(Cl)c3oc2=O)CC1	-1%	-2%
COC(=O)CSc1nc2c(c(=O)[nH]c(=O)n2C)n1CCC(C)C	3%	8%
CCC(C(=O)c1ccc(Cl)cc1)C(c1ccc(Cl)cc1)C(C(=O)OC)C(=O)OC (stereo not drawn)	-7%	-2%
CCOC(=O)c1cccc(NC(=O)c2oc3c(c2C)-c2nn(CC)cc2CC3)c1	40µM*	?
COc1ccc(-c2cn3nc(SCC(=O)Nc4ccc(C)c(Cl)c4)ccc3n2)cc1	-17%	4%
CCOC(=O)c1cc(-c2ccco2)nc2c1c(C)nn2-c1ccccc1Cl	-20%	-5%
Cc1ccc(Nc2nn3c(=O)c4cc5c(cc4nc3s2)OCO5)cc1Cl	93%[activator]	2%
CC(CCc1ccccc1)NCc1ccc(C(=O)O)cc1 (stereo not drawn)	-7%	-6%
Cc1ccc(Cn2c(C)c(CNCc3ccccc3F)c(C(=O)O)c2C)cc1	-3%	2%

Entries of single compounds as entered above:
Cc1ccc(Cn2c(C)c(CNCc3ccccc3F)c(C(=O)O)c2C)cc1 is entered as AID inh = -3%; UDG counter = 2%
Cc1nn(S(=O)(=O)c2ccccc2)c(C)c1S(=O)(=O)N1CCC(C)CC1 is entered as AID inh = 27%; UDG counter = 8%

Next section
SMILES	AID inh	UDG counter
CC(C)c1nnc(N2C(=O)c3oc4ccccc4c(=O)c3C2c2ccccc2F)s1 (stereo not drawn)	-5%[57.5 µM]	4%[57.5 µM]
CN(CC(=O)NC1CCCCNC1=O)Cc1ccc(F)cc1F (stereo not drawn)	-6%	6%
COc1ccc(S(=O)(=O)NCC(c2ccco2)N2CCN(c3ccccc3)CC2)cc1OC (stereo not drawn)	9%	-6%[57.5 µM]
Cc1cc(C)cc(NC(=O)C(Cc2ccccc2)NS(=O)(=O)c2ccc3c(c2)CCC(=O)N3)c1 (stereo not drawn)	17%	3%
N=C1C(c2nc3ccccc3[nH]2)=C(O)CN1c1ccc(F)cc1	3%	0%
COC(=O)c1ccccc1NS(=O)(=O)c1cc2c(cc1C)N(C)CCO2	-31%	-5%
CCOC(=O)c1c(S(=O)(=O)NCC(=O)N(C)c2ccc(C)cc2)c(C)n(C)c1C	3%	8%
CCOC(=O)c1cnc(NCc2ccc(Cl)cc2)c2ccccc12	?	-18%
O=C(NC1CCCCC1)C1(c2cccc(F)c2)CCC1	-5%	0%
Cc1ccccc1C(=O)OCc1cc(=O)n2nc(C3CCCCC3)sc2n1	24%	27%
Cc1cc(C)cc(C(=O)N2CCN(CCc3ccccc3)CC2)c1	9%	-5%
O=C(NCCc1nc2ccccc2n1Cc1ccc(Cl)cc1Cl)c1ccco1	?	-22%
COc1ccc(Br)cc1/C=C1\CCc2ccccc2C1=O	-17%	-12%
COc1ccc(NC(=O)c2cc(S(=O)(=O)N3CCCCC3)c[nH]2)c(OC)c1	-5%	-1%
O=C(NCC#Cc1ccccc1)N1CCCCCCC1	-5%	-2%
COC1CCN(S(=O)(=O)c2cc(C(=O)O)ccc2Cl)CC1	-2%	-4%
Cc1ccc(C(=O)COC(=O)c2ccccc2-c2ccccc2)cc1C	25%	0%
CCc1ccccc1NC(=O)CC(c1ccc(F)cc1)N1Cc2ccccc2C1=O (stereo not drawn)	5%	7%[57.5 µM]
CCOc1ccc(CCNC(=O)c2cnc3c(-c4ccc(F)cc4)c(C)nn3c2C)cc1	18%	-4%
COCCNC(=O)c1cc(Sc2ccc(F)cc2F)nc2ccccc12	9%	-3%[57.5 µM]
COc1ccccc1C(=O)Sc1ccc(Cl)cc1	-8%	-1%
COc1ccc(C)cc1NS(=O)(=O)c1ccc2c(c1)[C@H]1C=CC[C@H]1[C@@H](c1cccc(Cl)c1)N2	328%[activator]	?
Cc1ccc(NC(=O)C2CCCN(c3ncnc4onc(-c5ccc(F)cc5)c34)C2)c(Cl)c1 (stereo not drawn)	40%[activator]	0%
COc1ccc(N2CC(NC(=O)c3ccc(S(=O)(=O)N4CCCCC4)cc3)CC2=O)cc1OC (stereo not drawn)	?	-7%
O=C(c1cccc(Br)c1)C(Cl)C(=O)c1cccc(Br)c1	7%	-6%
CC1Cc2ccccc2N1C(=O)CSc1nc2ccc(NC(=O)COc3ccccc3)cc2s1 (stereo not drawn)	-13%	?
COc1cccc(N2CCN(Cc3cc(=O)oc4cc(C)ccc34)CC2)c1	-11%	7%
Cc1cccc(-n2c(N)cc(=O)nc2SCC(=O)Nc2ccc(F)cc2)c1C	2%[57.5 µM]	4%[57.5 µM]
CN(CC(=O)NC(N)=O)Cc1ccc(C(F)(F)F)cc1	-2%	3%
COc1ccc(CNC(=O)CN2C(=O)CCn3nc(-c4cn(C)c5ccccc45)cc32)cc1	?	39%[activator]
O=C(Nc1cc(Cl)cc(Cl)c1)c1ccc(F)c(S(=O)(=O)NC2CCCCC2)c1	7%	-4%
Cc1cccc(-c2nc(SCC(=O)Nc3ccc4c(c3)OCCO4)c(-c3ccccc3)[nH]2)c1	-17%	-8%
CCOC(=O)C1CCCN(C(=O)CCS(=O)(=O)c2cc3c(cc2Cl)NC(=O)CO3)C1 (stereo not drawn)	41%[activator]	13%
COC(=O)CCS(=O)(=O)c1ccc(C)c(C)c1	12%	6%
Cc1cc(C)c2c(c1)c(C)cc1nnc(SCC(=O)c3ccc(F)cc3)n12	-14%	-13%
COc1cc(/C=C/c2nc3cc(Cl)ccc3o2)cc(OC)c1OC	-14%	-8%
CC(C)(C)C(=O)CSc1nnc(COc2ccccc2Cl)n1C1CC1	-2%	1%
O=C(CC12CC3CC(CC(C3)C1)C2)NCCc1ccc(Cl)cc1	-14%	1%
C=CCS(=O)(=O)c1ccc(Br)c2ccccc12	-15%	-6%
COc1cc(OC)c(NC(=O)Nc2sc3nc4n(c(=O)c3c2C)CCC(C)CC4)cc1Cl (stereo not drawn)	-6%	-29%
CC(=O)Nc1cccc(NC(=O)c2c(-c3ccccc3)c(-c3ccccc3)nn(C)c2=O)c1	1%	-5%[57.5 µM]
COCc1cccc(C(=O)NCC(O)c2ccccc2C(F)(F)F)c1 (stereo not drawn)	2%	1%
Oc1ccc(C=NCC2(c3ccccc3)CCCC2)cc1	-4%	-8%
Cc1cccc(NS(=O)(=O)c2ccc3oc(=O)ccc3c2)c1C	2%	-6%
O=C(NCc1ccc(CN2CCCC2)cc1)c1cc(S(=O)(=O)N2CCCC2)ccc1Cl	-7%	-11%
CC(C)(C)NC(=O)CSc1nc(-c2ccc(F)cc2)cc(C(F)(F)F)n1	0%	-15%
Cc1ccc(N2CC(NC(=O)/C=C\c3ccc4c(c3)OCO4)CC2=O)cc1 (stereo not drawn)	20%	10%
Cc1cc(Cl)c(Cl)cc1S(=O)(=O)NCCCO	-8%	-2%
CC(C)c1ccc2c(c1)C1(CC(=O)Nc3c1sc(C(=O)O)c3-c1ccccc1F)C(=O)N2C (stereo not drawn)	-18%	2%
CCOC(=O)c1ccc(NC(=O)CN(c2ccc(C)cc2)S(=O)(=O)c2ccc(OC)cc2)cc1	0%[57.5 µM]	-6%[57.5 µM]

Next part.
SMILES	AID inh	UDG counter
CCCn1nc(C(=O)N2CCSCC2)c2ccccc2c1=O	-2%	-7%
Cc1ccc2sc(N(Cc3cccnc3)C(=O)CCS(=O)(=O)c3ccccc3)nc2c1C	-5%&11%	?
CCOC(=O)C(C)Nc1ncnc2onc(C)c12 (stereo not drawn)	12%	-7%
Cn1c2c(c(=O)n(C)c1=O)C(c1cc(Br)ccc1F)CC(=O)N2 (stereo not drawn)	11%	11%
COc1ccc(C)cc1N(C)C(=O)CCc1nc(-c2ccccc2F)no1	9%	2%
COc1ccc(-c2cn3c4ccccc4nc3n2CCCN2CCCCC2)cc1	-13%	-2%
CC(C)CCNC(=O)CN1N=C(c2ccc(Cl)cc2)CCC1=O	-6%	3%
O=C(NC1CCCC1)c1ccc(Oc2nccnc2Sc2ccccc2)cc1	-5%	1%
Cc1ccc(-n2c(=O)c3ccc(C(=O)NCc4ccccc4Cl)cc3n(Cc3cccc(F)c3)c2=O)cc1	17%	7%
N#Cc1cccnc1NCCCNc1ccccn1	-3%	-5%
CCCCNc1nc2c(c(=O)n(Cc3ccccc3)c(=O)n2C)n1C	-14%	-8%
COc1cc(NC(=O)C2CCN(c3cnccn3)CC2)cc(OC)c1	-2%	11%
COCCNC(=O)CC(C)C1CCCCC1 (stereo not drawn)	-5%	4%
COc1cccc(NC(=O)CSc2ncc(S(=O)(=O)c3ccc(C)c(C)c3)c(=O)[nH]2)c1	-14%	5%
O=C(c1ccc2c(c1)N(Cc1ccc(F)cc1)C(=O)c1ccccc1S2(=O)=O)N1CCCCCC1	?	-26%
Cc1ccc(C(=O)c2cn(Cc3ccc(Cl)cc3)c3nc(C)ccc3c2=O)cc1	9%	-4%
CCOc1ccc(-c2nnc(SCC(=O)Nc3ccc(C)cc3C)o2)cc1	-14%	-10%
Cc1ccc(F)cc1NC(=O)CCc1c(C)nn(-c2ccc(N3CCOCC3)nn2)c1C	18%	-12%
CCn1c(=O)n(CC)c2cc(N3CCCCC3)c(NC(=O)Nc3ccccc3Cl)cc21	?	-11%
Nc1nccnc1C(=O)NCc1ccc(COCC(F)(F)F)cc1	-7%	-1%
COCCCN1C(=O)N(c2ccccc2)C(=O)C1CC(=O)Nc1ccc(F)cc1 (stereo not drawn)	-4%	12%
